Wnt bcat act: activates Wnt/beta-catenin signaling in a reporter cell assay; AID 743398; activator, plate reader; 300,000 compounds, 1.2% hits; activation, % at 9.35 µM; in the data active = activation above about 30%, passing the limit was not always enough;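 note: 0% = neutral control wells and 100% = positive control wells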
cardiac RTF act: increases calcium sensitivity of human cardiac regulated thin filaments. 340,000 compounds, 0.24% hits. IANBD-labeled TnC RTF fluorescence at EC20 calcium; 0% EC20 calcium, 100% full calcium. P19429+P45379. AID 493008. activation, % at 7.2 µM;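 active = activation above the mean over all tested compounds plus 3 SD, cut at about 30% in these data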;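 note: rise in fluorescence read as greater calcium sensitivity of cardiac thin filaments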
dFosB act: enhances mouse delta FosB homodimer DNA binding; purified delta FosB, TAMRA-CDK5 oligo fluorescence polarization; percent of positive-control signal above neutral wells; P13346; 340,000 compounds, 0.99% hits; activation, % at 25 µM;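 active = mean activation above about 17%, with every replicate also reaching it, limit read from the data, passing the limit was not always enough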;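 note: fluorescence polarization rise as delta FosB binds a TAMRA Cdk5 AP-1 oligo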
SR-BI DiI inh: mouse SR-BI HDL lipid transfer inhibition; Q61009; ldlA[mSR-BI] CHO cells, DiI-HDL uptake fluorescence, 3 h; inhibition, % at 12.5 µM; 320,000 compounds, 0.96% hits;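 active = mean replicate inhibition of at least 70% and a set share of replicates each scoring 70 or more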;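 note: 0% = median of neutral control wells and 100% = median of positive control wells; values of inactives mirror those of a sister screen read the other way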
MITF act: increases MITF-driven TRPM1 promoter luciferase signal; activation, % at 12.5 µM; 300,000 compounds, 0.75% hits; SK-MEL-5 TRPM1-promoter luciferase, 24 h; % of positive control, neutral wells = 0; AID 588334;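 active = mean activation of at least 80% with every replicate also reaching 80%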;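 note: 0% = neutral control wells and 100% = parthenolide positive control wells; values of inactives mirror those of a sister screen read the other way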
HTR5A ag: activates human HTR5A in OPRM1-OPRD1 agonist counter-screen | 340,000 compounds, 0.61% hits | activation, % at 9.3 µM | P47898 | HTR5A agonist assay, luminescence, cell-based; in the data active = activation mostly above about 9.5%, no sharp cut-off; inactive = mostly below about 7.6%;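 note: 0% = cells with vehicle only and 100% = reference agonist; strong numbers were not always called active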
Target sequence (P47898 whole entry, looked up): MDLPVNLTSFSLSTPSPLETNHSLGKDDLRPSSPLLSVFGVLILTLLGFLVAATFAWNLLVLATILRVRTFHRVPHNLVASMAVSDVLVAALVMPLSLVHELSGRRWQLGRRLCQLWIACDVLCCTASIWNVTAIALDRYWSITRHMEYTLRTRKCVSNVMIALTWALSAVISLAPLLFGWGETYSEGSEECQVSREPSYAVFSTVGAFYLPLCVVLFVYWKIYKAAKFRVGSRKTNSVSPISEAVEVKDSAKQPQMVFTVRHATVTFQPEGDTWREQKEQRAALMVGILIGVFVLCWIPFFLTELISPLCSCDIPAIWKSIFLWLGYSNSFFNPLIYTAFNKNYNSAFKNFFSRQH
Rtt109 Vps75: C. albicans Rtt109 histone acetyltransferase inhibition; AID 540336; purified Rtt109/Vps75, ThioGlo CoA-SH fluorescence, 4 h; Q5AAJ8; 330,000 compounds, 0.16% hits; inhibition, % at 34.9 µM;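 active = inhibition of at least 50% in every replicate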
SR-BI DiI-HDL act: SR-BI HDL lipid transfer activation; CHO ldlA[mSR-BI] cells, DiI-HDL uptake fluorescence, 3 h; 100 = double the neutral-control signal; activation, % at 12.5 µM; 320,000 compounds, 0.096% hits;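 active = mean replicate activation of at least 60% and every replicate at or above 60%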;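 note: 0% = median plate neutral-control signal and 100% = twice that signal; values of inactives mirror those of a sister screen read the other way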
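Assay system: CHO ldlA[mSR-BI] cells, LDL receptor-null, SR-BI overexpressing; medium: Ham's F12 with 0.5% BSA, HEPES 25 mM, pH 7.4; also added: DiI-HDL 10 µg/mL; timing: 3 h uptake period with compound, 37 °C; signal: DiI fluorescence, bottom read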
CDK5 p35 inh: CDK5/p35 (human) kinase inhibition. Recombinant CDK5/p35, ADP-Glo luminescence, 60 min. inhibition, % at 10 µM. 330,000 compounds, 0.01% hits. AID 488839;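 active = highest replicate inhibition of at least 50% and at least 75% of replicates reaching 50%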;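 note: plate controls were DMSO neutral control for no effect and GW8510 at 10 µM for full effect; many of its hits are not listed in these tables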
Target sequence (Q00535 whole entry, looked up): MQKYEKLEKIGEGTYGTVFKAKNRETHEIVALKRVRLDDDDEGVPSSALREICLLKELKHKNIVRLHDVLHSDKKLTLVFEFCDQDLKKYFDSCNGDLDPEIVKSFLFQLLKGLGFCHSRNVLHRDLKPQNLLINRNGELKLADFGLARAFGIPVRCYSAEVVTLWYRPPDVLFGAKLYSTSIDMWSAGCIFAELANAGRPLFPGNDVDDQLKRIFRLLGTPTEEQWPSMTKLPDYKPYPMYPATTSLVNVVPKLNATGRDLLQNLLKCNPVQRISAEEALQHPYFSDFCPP
Target sequence (Q15078 whole entry, looked up): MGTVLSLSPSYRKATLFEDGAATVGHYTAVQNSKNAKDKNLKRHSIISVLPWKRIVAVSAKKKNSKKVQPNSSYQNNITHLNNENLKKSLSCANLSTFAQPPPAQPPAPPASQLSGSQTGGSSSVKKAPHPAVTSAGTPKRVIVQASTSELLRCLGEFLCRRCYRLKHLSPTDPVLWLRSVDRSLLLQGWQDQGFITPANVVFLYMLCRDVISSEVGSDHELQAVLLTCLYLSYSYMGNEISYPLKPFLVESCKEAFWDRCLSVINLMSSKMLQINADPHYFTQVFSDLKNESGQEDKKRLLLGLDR
PvdQ acylase: blocks Pseudomonas aeruginosa PvdQ acylase activity; purified PvdQ acylase, fluorescence plate reader; inhibition, % at 10 µM; 340,000 compounds, 0.063% hits; AID 488965; in the data active = inhibition above about 30%, passing the limit was not always enough;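 note: 0% = vehicle neutral wells and 100% = reference inhibitor wells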
Active calls of the source: *; / = no result given. Rows were taken by chance; about 4.4% have a hit in one of these screens.

Field names: A = Wnt bcat act; B = cardiac RTF act; C = dFosB act; D = SR-BI DiI inh; E = MITF act; F = HTR5A ag; G = Rtt109 Vps75; H = SR-BI DiI-HDL act; I = CDK5 p35 inh; J = PvdQ acylase
1) Cc1ccc(NC(=O)CSc2nc(N)c3cc4c(nc3n2)CCCC4)cc1
  A: 15	B: -11	C: 7	D: 1	E: 0	F: 2	G: 25	H: -1	I: -0.8	J: 19
2) Cc1ccc2c(CSc3nnc(N)s3)cc(=O)oc2c1
  A: /	B: 2	C: 5	D: -9	E: 17	F: -2	G: 5	H: 9	I: 1.9	J: -6
3) COC(=O)C1=C(N)Oc2cc(C)[nH]c(=O)c2C1c1ccncc1 (stereo not drawn)
  A: /	B: -5	C: -3	D: -10	E: 1	F: -5	G: -8	H: 10	I: 0.1	J: -16
4) CCc1nnc(NC(=O)c2ccc(S(=O)(=O)N3CCCC(C)C3)cc2)o1 (stereo not drawn)
  A: -2	B: 2	C: -12	D: 25	E: -4	F: 3	G: -23	H: -25	I: 0.7	J: -13
5) O=C(Cn1ncc(N2CCOCC2)c(Br)c1=O)c1ccc(Cl)cc1
  A: 1	B: 1	C: -7	D: 8	E: 37	F: -2	G: -10	H: -8	I: 0.5	J: 0
6) COc1ccc(CC2SC(=Nc3ccc(F)cc3)NC2=O)cc1 (stereo not drawn)
  A: -3	B: 1	C: -3	D: -8	E: -3	F: -3	G: /	H: 8	I: 1.8	J: -12
7) CC(C)Cn1ccc(=O)n(CC(C)C)c1=O
  A: /	B: -4	C: -3	D: -16	E: 2	F: 1	G: 9	H: 16	I: 1.9	J: 5
8) CC[C@@]1(C(=O)OC)N[C@H](CN(C)C(=O)c2ccc(F)cc2)[C@@H]2C(=O)N(Cc3ccccc3)C(=O)[C@@H]21
  A: -2	B: 12	C: -9	D: 41	E: 1	F: -2	G: -5	H: -41	I: -5.7	J: -1
9) COc1ccccc1OC(=O)CCN1c2ccccc2Sc2ccccc21
  A: 4	B: 0	C: -5	D: 10	E: 13	F: 1	G: 14	H: -10	I: 0.0	J: -2
10) Cn1c(=O)c(-c2cc(Br)ccc2N)nc2ccccc21
  A: 15	B: 2	C: -3	D: -5	E: /	F: 4	G: 1	H: 5	I: -0.5	J: -5

(cont.)
Field names: A = Wnt bcat act; B = cardiac RTF act; C = dFosB act; D = SR-BI DiI inh; E = MITF act; F = HTR5A ag; G = Rtt109 Vps75; H = SR-BI DiI-HDL act; I = CDK5 p35 inh; J = PvdQ acylase
11) Cc1nnc2ccc(-c3cccc(NC(=O)c4ccc(Br)o4)c3)nn12
  A: 2	B: -4	C: -29	D: /	E: 3	F: -2	G: 1	H: /	I: -0.8	J: -3
12) COc1ccc2c(c1)C(=O)N(c1ccccc1)C(=O)C2
  A: /	B: 10	C: 0	D: -5	E: /	F: 2	G: 5	H: 5	I: -3.1	J: -19
13) O=C(CN1C(=O)CSc2ccc(S(=O)(=O)N3CCCCC3)cc21)NCc1cccnc1
  A: -1	B: -3	C: -9	D: 4	E: 0	F: -1	G: /	H: -4	I: 1.4	J: -11
14) Cc1cc(=O)oc(C)c1C(=O)NNC(=O)C1(C)CC1Br (stereo not drawn)
  A: -2	B: 8	C: -5	D: -9	E: /	F: 3	G: 19	H: 9	I: -0.5	J: 26
15) Cc1ccc(C)c(NC(=O)/C(C#N)=C/c2cn(CC(=O)NCc3ccco3)c3ccccc23)c1
  A: -20	B: 8	C: -7	D: 17	E: -58	F: 4	G: -7	H: -17	I: -2.3	J: -12
16) c1ccc(-c2nnnc3ccccc23)cc1
  A: -1	B: -1	C: 2	D: 9	E: -2	F: 1	G: -3	H: -9	I: 0.2	J: -13
17) Cc1cccc(CN2C(=O)N/C(=C/c3cc(C)n(-c4cc(C)ccn4)c3C)C2=O)c1
  A: /	B: 3	C: -8	D: 42	E: 3	F: -3	G: 4	H: -42	I: 1.4	J: -1
18) COc1ccc(/C=N/NC(=O)c2cccc([N+](=O)[O-])c2)cc1OC(=O)c1ccccc1
  A: -1	B: 5	C: 3	D: 11	E: /	F: -4	G: -2	H: -11	I: -1.9	J: 3
19) c1cnc2ccc(-c3ccc4ncccc4c3)cc2c1
  A: 17	B: 1	C: -16	D: 22	E: 37	F: -2	G: -2	H: -22	I: 3.1	J: 47*
20) O=C(Nc1nnc(Cc2ccccc2)s1)Nc1ccccc1F
  A: 25	B: -2	C: 1	D: -18	E: 56	F: 7	G: -10	H: 18	I: 1.0	J: -2

(more compounds)
Field names: A = Wnt bcat act; B = cardiac RTF act; C = dFosB act; D = SR-BI DiI inh; E = MITF act; F = HTR5A ag; G = Rtt109 Vps75; H = SR-BI DiI-HDL act; I = CDK5 p35 inh; J = PvdQ acylase
21) CCOc1ccc(NC(=O)c2ccc(F)cc2F)cc1
  A: 41*	B: 3	C: 6	D: -6	E: 93*	F: 6	G: -7	H: 6	I: 1.3	J: 8
22) COc1cccc(CN2CCNC(=O)C2CC(=O)NCc2cn3ccc(C)cc3n2)c1OC (stereo not drawn)
  A: 3	B: 8	C: -6	D: -3	E: -6	F: 3	G: 15	H: 3	I: -1.2	J: 7
23) O=C(COc1ccccc1)NCC(=O)Nc1cccc2ccccc12
  A: -2	B: -3	C: -2	D: 2	E: 5	F: -3	G: 5	H: -2	I: -0.6	J: 5
24) C=CCN(CC(=O)c1sc(C(=O)OCC)nc1C)c1cccc(Br)c1
  A: 2	B: -5	C: 3	D: 69	E: 3	F: -2	G: 6	H: -69	I: -1.1	J: 1
25) CCc1cccc(NC(=O)CCc2c(C)nn(-c3ccc(N4CCOCC4)nn3)c2C)c1
  A: 2	B: -1	C: -18	D: 20	E: 26	F: -2	G: -6	H: -20	I: -1.0	J: -12
26) Cn1c(SCC(=O)NCC2CCCO2)nnc1-c1ccc(S(=O)(=O)N2CCCC2)cc1 (stereo not drawn)
  A: -1	B: 0	C: 0	D: -17	E: 1	F: 0	G: 8	H: 17	I: -1.6	J: -9
27) C=CCn1cc(/C=N/Nc2nc3ccccc3[nH]2)c2ccccc21
  A: 53*	B: -3	C: -1	D: 39	E: 54	F: 0	G: 12	H: -39	I: 2.1	J: 0
28) O=C(c1ccccc1)N1CCCC(c2nc3c(nnn3Cc3ccccc3)c(=O)[nH]2)C1 (stereo not drawn)
  A: /	B: 2	C: -12	D: -32	E: 2	F: 1	G: 16	H: 32	I: -1.8	J: 1
29) CCOc1ccc(NC(=O)COc2ccc(C(=O)N3CCC(C(N)=O)CC3)cc2OC)cc1
  A: 0	B: -5	C: 3	D: 6	E: 1	F: -1	G: 7	H: -6	I: -1.0	J: -13
30) CC(C(=O)Nc1ccc2c(c1)OCCO2)N(C)Cc1c(F)cccc1Cl (stereo not drawn)
  A: 0	B: 2	C: -1	D: -18	E: 15	F: 1	G: -1	H: 18	I: -4.6	J: -11

Following part:
Field names: A = Wnt bcat act; B = cardiac RTF act; C = dFosB act; D = SR-BI DiI inh; E = MITF act; F = HTR5A ag; G = Rtt109 Vps75; H = SR-BI DiI-HDL act; I = CDK5 p35 inh; J = PvdQ acylase
31) Cc1ccccc1C(=O)Oc1cc(N)n(S(=O)(=O)c2ccccc2)n1
  A: -2	B: -1	C: 6	D: -7	E: 1	F: 6	G: -4	H: 7	I: -0.1	J: -9
32) COc1ccccc1Nc1nc(N)nc(CN2CCOCC2)n1
  A: -1	B: 1	C: -3	D: -8	E: 4	F: 7	G: 0	H: 8	I: 1.8	J: -19
33) N#CCc1ccc(OC(=O)c2ccncc2)cc1
  A: -1	B: 2	C: 2	D: -10	E: -11	F: 0	G: -14	H: 10	I: -2.4	J: -8
34) O=C(C[n+]1cccc(C(=O)N/N=C/c2ccc(Br)cc2)c1)c1ccccc1
  A: -4	B: -2	C: 6	D: -17	E: 3	F: 5	G: 3	H: 17	I: -2.1	J: 11
35) CSc1ccccc1NC(=O)CN(C)C(=O)CCc1c[nH]c2ccccc12
  A: 2	B: 7	C: -2	D: 4	E: -8	F: -3	G: 1	H: -4	I: -8.2	J: -13
36) O=C(N/N=C/c1ccc2c(c1)OCO2)/C(=C/c1ccc2c(c1)OCO2)NC(=O)c1ccccc1
  A: /	B: 17	C: -4	D: 41	E: -9	F: -2	G: 9	H: -41	I: -0.2	J: -11
37) COc1ccc(C2SCC(=O)N2c2ccccc2)cc1 (stereo not drawn)
  A: 1	B: -9	C: 4	D: -5	E: -4	F: 5	G: -1	H: 5	I: -0.3	J: 14
38) Cc1ccc(-c2noc(CN(C(=O)c3cccc(Br)c3)C(C)C)n2)cc1
  A: -3	B: -1	C: -8	D: -12	E: /	F: -4	G: -3	H: 12	I: -1.9	J: 0
39) CCOc1ccccc1N(CC(=O)NCCOC)C(=O)CCC(=O)Nc1ccccn1
  A: -4	B: 1	C: 2	D: -2	E: -5	F: -1	G: -4	H: 2	I: -1.4	J: -5
40) Cc1ccc(-c2cc(C(=O)N3CC(C)CC(C)C3)c3ccccc3n2)o1 (stereo not drawn)
  A: -1	B: -4	C: -11	D: /	E: 9	F: -6	G: -6	H: /	I: 1.3	J: 8

Continued:
Field names: A = Wnt bcat act; B = cardiac RTF act; C = dFosB act; D = SR-BI DiI inh; E = MITF act; F = HTR5A ag; G = Rtt109 Vps75; H = SR-BI DiI-HDL act; I = CDK5 p35 inh; J = PvdQ acylase
41) O=C(Cc1ccccc1F)Nc1ccccc1-c1ccccc1
  A: 3	B: -2	C: 2	D: -8	E: 29	F: 0	G: -1	H: 8	I: -0.4	J: -14
42) O=C(Nc1ccccc1Br)C1CC(=O)N(c2ccc3c4c(cccc24)CC3)C1 (stereo not drawn)
  A: 5	B: -2	C: -23	D: 12	E: 12	F: 1	G: 2	H: -12	I: -1.1	J: 13
43) COc1ccc(/C=C/C(=O)OCC(=O)NC2CCCC2)cc1OC
  A: -7	B: 1	C: -12	D: 7	E: 3	F: -3	G: 10	H: -7	I: 3.1	J: -5
44) CCOC(=O)C1CCCN(Cc2ccc(OCc3ccccc3)c(OC)c2)C1 (stereo not drawn)
  A: 0	B: -4	C: -2	D: 12	E: /	F: -1	G: -2	H: -12	I: -0.5	J: -6
45) O=C(c1ccc2c(c1)OCCCO2)N1CCCCC1
  A: 8	B: 0	C: 2	D: 6	E: 38	F: 3	G: 2	H: -6	I: -0.1	J: -19

4 entries from above in another layout.
entry | canonical_smiles | Wnt bcat act | cardiac RTF act | dFosB act | SR-BI DiI inh | MITF act | HTR5A ag | Rtt109 Vps75 | SR-BI DiI-HDL act | CDK5 p35 inh | PvdQ acylase
41 | O=C(Cc1ccccc1F)Nc1ccccc1-c1ccccc1 | 3 | -2 | 2 | -8 | 29 | 0 | -1 | 8 | -0.4 | -14
43 | COc1ccc(/C=C/C(=O)OCC(=O)NC2CCCC2)cc1OC | -7 | 1 | -12 | 7 | 3 | -3 | 10 | -7 | 3.1 | -5
42 | O=C(Nc1ccccc1Br)C1CC(=O)N(c2ccc3c4c(cccc24)CC3)C1 (stereo not drawn) | 5 | -2 | -23 | 12 | 12 | 1 | 2 | -12 | -1.1 | 13
45 | O=C(c1ccc2c(c1)OCCCO2)N1CCCCC1 | 8 | 0 | 2 | 6 | 38 | 3 | 2 | -6 | -0.1 | -19
